From PubChem BioAssay
EP2 mod: modulators of human EP2 prostaglandin E2 receptor; induction, % at 25 µM; 0.83% of 260,000 active; EP2-expressing cells, cAMP HTRF FRET, PGE2 co-stimulation;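 active = compounds whose cAMP rise, as percent of the full-agonist control response, exceeds 60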;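 also: rat C6 glioma line stably carrying human EP2 under a CMV promoter; the protocol text gives 20 µM as final concentration; 100% = response of wells given 1 µM PGE2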
Target sequence (P43116 whole entry, looked up): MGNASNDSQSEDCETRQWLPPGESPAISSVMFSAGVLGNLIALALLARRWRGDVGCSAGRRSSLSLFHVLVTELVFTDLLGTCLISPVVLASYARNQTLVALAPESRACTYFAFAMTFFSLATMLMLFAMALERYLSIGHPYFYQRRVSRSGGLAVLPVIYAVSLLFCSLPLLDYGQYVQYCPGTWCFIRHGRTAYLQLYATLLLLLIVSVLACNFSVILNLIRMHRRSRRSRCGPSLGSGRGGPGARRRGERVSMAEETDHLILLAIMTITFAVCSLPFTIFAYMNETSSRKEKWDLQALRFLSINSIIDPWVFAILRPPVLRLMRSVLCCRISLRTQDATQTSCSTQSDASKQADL
* marks the source's active call; other numbers are inactive results; & = joins results of further samples. These rows are one share of the data, so the mix of outcomes need not match the whole.

SMILES | EP2 mod
CN(C)CCN(Cc1ccc(F)cc1)C(=O)Cc1csc(-c2cccnc2)n1 | -49
NC(=O)c1c([N+](=O)[O-])no[n+]1[O-] | -102
O=S(=O)(NCCO)c1cc[c]([Sb](=[O])([OH])[OH])cc1 | 35
O=C1CCCC2C3CC(CN12)[C@@H]1CCCCN1C3 (stereo partly drawn) | -5
COc1cccc(CN2CCN(C(=O)Cc3ccccn3)[C@@H](C)C2)c1 | -62
Cc1cccc2cc(CN(Cc3ccco3)C3(c4nnnn4C4CCCC4)CCCCC3)c(=O)[nH]c12 | 25
C[C@@H]1CC[C@@H]2N(C1)C[C@@H]1[C@](O)([C@H](O)C[C@]3(O)[C@H]4CC[C@@H]5[C@]6(O)O[C@@]4(C[C@@]13O)[C@@]5(C)CC[C@H]6O)[C@@]2(C)O | 11
CCCCCCC(C)OC(=O)COc1ccc(Cl)cc1Cl (stereo not drawn) | 17
CC(C)(O)/C=C/C(=O)[C@](C)(O)[C@H]1[C@H](O)C[C@@]2(C)[C@@H]3CC=C4[C@H](C=C(O)C(=O)C4(C)C)[C@@]3(C)C(=O)C[C@]12C | 13
Nc1c(C(=O)Nc2ccc([As](=O)(O)O)cc2)cnc2nnnn12 | 29
Nc1ccc(S(=O)(=O)c2ccc(NCN3C(=O)NC(=O)C(=O)C3=O)cc2)cc1 | 14
COc1cc(/C=C2/C(=O)NC(=O)N(C3CCCCC3)C2=O)cc(OC)c1OC | 1
O.O.[NH-]C1(C(=O)O)CCCC1.[NH-]C1(C(=O)O)CCCC1.[Ni+2] | 26
COc1cc(OC)c(OC)cc1CN1CCN(C(=O)COc2ccc3ccccc3c2)CC1 | -19
COc1ccc(C[C@@H]2C(=O)N[C@H](C)C(=O)N(C)[C@@H]3C(=O)N(C)[C@@H](Cc4ccc(O)c(c4)Oc4ccc(cc4)[C@H]3O)C(=O)N[C@@H](C)C(=O)N[C@H](C)C(=O)N2C)cc1 | 27
Cn1c(O)c(C=Nc2ccccc2)c(=O)n(C)c1=O | -5
CCC(C)C(=O)c1c(O)c(C)c2oc3c(C)c(O)c(C(=O)C(C)CC)c(O)c3c2c1O (stereo not drawn) | -1
CCN1CC2(CO)CCC(O)C34C5CC6C(OC)CC(O)(C5C6OC)C(O)(C(OC)C23)C14 (stereo not drawn) | -10
Nc1nc(N)c(N=Nc2ccc([As](=O)(O)O)c(O)c2)c(N)n1 | 5
O=C(C[C@H](c1ccccc1)c1c(O)c2ccccc2oc1=O)c1ccccc1 | 12
C=C(C)COc1ccccc1CN1C2CCC1CC(O)(c1nccn1C)C2 (stereo not drawn) | -34
O=C(O)CCC1C(=O)NC(=O)NC1=O | -1
CN(C)c1ncc(CN2C3CCC2CC(O)(c2ccccc2F)C3)cn1 (stereo not drawn) | -10
ClC1C(Cl)C(Cl)C(Cl)C(Cl)C1Cl (stereo not drawn) | 4
Cc1cc2occ(CC(=O)N(CCN(C)C)C3CCN(C)CC3)c2cc1C | -60
COc1cc2c(cc1O)C[C@@H]1c3c(cc(O)c(OC)c3-2)CCN1C | -10
NNCc1ccccc1 | 4
NCCc1c[nH]c2ccc(OC(=O)C(=O)O)cc12 | 1
CN(C)CCN(Cc1ccc(F)cc1)C(=O)Cc1n[nH]c(=O)c2ccccc12 | -26
C=CCOc1c(CN2C3CCC2CC(O)(c2ccccc2F)C3)cccc1OC (stereo not drawn) | -36
Oc1c(Cl)c(Cl)c(Cl)c(Cl)c1Cl (tested in a mixture with another compound) | -21&-26&-13&-7
CC(=O)O[C@H]1CC[C@H]2[C@H]3CCC4=C[C@@H](C5SCCS5)[C@H](OC(C)=O)C[C@]4(C)[C@@H]3CC[C@]12C | 28
C=C1C2CC[C@H]3[C@]4(C)C[C@H](OC5OC(CO)C(OS(=O)(=O)O)C(OS(=O)(=O)O)C5OC(=O)CC(C)C)C[C@@H](C(=O)O)[C@H]4CC[C@]3(C2)[C@H]1O (stereo partly drawn) | -3
CCN1CCN(c2ccc(NC(=O)C(C)(C)C)cc2)CC1 | 2
O=C(O)C[SH+]CC(=O)O.O=C(O)C[SH+]CC(=O)O.[Cu] | 17
COc1ccc(C2=NCC(=O)N(CC(=O)NCc3cccs3)c3sc4c(c32)CCCC4)cc1 | -52

The list goes on (three carried over from the part before).
SMILES | EP2 mod
CCN1CCN(c2ccc(NC(=O)C(C)(C)C)cc2)CC1 | 2
O=C(O)C[SH+]CC(=O)O.O=C(O)C[SH+]CC(=O)O.[Cu] | 17
COc1ccc(C2=NCC(=O)N(CC(=O)NCc3cccs3)c3sc4c(c32)CCCC4)cc1 | -52
N=C(N)SCc1ccc(Cl)c2ccccc12 (tested in a mixture with another compound) | -54&-38
C=C[C@H]1CN2CC[C@H]1C[C@@H]2[C@@H](OC(=O)OCC)c1ccnc2ccc(OC)cc12 | 32
COc1cc(OC)c(OC)cc1CN1CCN(C(=O)COc2ccc(C)cc2)CC1 | -18
C#CCOc1ccccc1CN1C2CCC1CC(O)(c1ccc(OC)cc1)C2 (stereo not drawn) | -14
Cc1cccc(C2=NCC(=O)N(CC(=O)N3CCOCC3)c3sccc32)c1 | -39
Cc1ccccc1C1=NCC(=O)Nc2sc3c(c21)CCCC3 | 49
CC(C)=CCCC1(C)C=Cc2c(O)c3c(c(CC=C(C)C)c2O1)OC12C(CC4CC1C(C)(C)OC2(C/C=C(/C)C(=O)O)C4O)C3=O (stereo not drawn) | 32
N#CCCCC[N+]12CN3CN(CN(C3)C1)C2 | -19
CN(C)CCN(C(=O)Cc1ccc2c(c1)CCC2)C1CCN(C)CC1 | -38
CN(C)CCN(C(=O)Cc1csc(Nc2ccccc2F)n1)C1CCN(C)CC1 | -39
COc1cccc(C2(O)CCN(CCNC(=O)c3ccccc3F)CC2)c1 | 25
O=C(NC(=O)c1c(F)cccc1F)Nc1cc(Cl)c(OC(F)(F)C(F)C(F)(F)F)cc1Cl (stereo not drawn) | 6

4 entries already listed, arranged by SMILES length, falling:
SMILES | EP2 mod
CC(C)=CCCC1(C)C=Cc2c(O)c3c(c(CC=C(C)C)c2O1)OC12C(CC4CC1C(C)(C)OC2(C/C=C(/C)C(=O)O)C4O)C3=O (stereo not drawn) | 32
COc1cccc(C2(O)CCN(CCNC(=O)c3ccccc3F)CC2)c1 | 25
Cc1ccccc1C1=NCC(=O)Nc2sc3c(c21)CCCC3 | 49
N#CCCCC[N+]12CN3CN(CN(C3)C1)C2 | -19

Continued.
SMILES | EP2 mod
O=C1CC2(CCNCC2)Oc2ccc(F)cc21 | -46
COP(=S)(OC)SCn1nnc2ccccc2c1=O | 6
OCCNCc1cccnc1 | -2
c1ccc(CCNCc2c[nH]c3ccccc23)cc1 | -89
O=C1/C(=C/c2ccc(Cl)c(Cl)c2)N2CCC1CC2 | -96
C[C@H](Br)C(=O)N[C@H](CO)C(=O)O | -2
N[C@H](CO)Cc1ccccc1 | 6
CC(=O)Nc1cccc(NC(=O)CN2C3CCC2CC(O)(c2nccn2C)C3)c1 (stereo not drawn) | -18
N#CC1=C(N)Oc2n[nH]c(-c3ccc4ccccc4c3)c2C1c1ccc(Cl)cc1 (stereo not drawn) | -117
Cc1nc(CC(=O)N(CCN(C)C)Cc2ccc(F)cc2)cs1 | 14
O=C1NCCN2CCCCC12 (stereo not drawn) | -2
CC(C)(CN1CCCC1)CN1C2CCC1CC(O)(c1ccccc1F)C2 (stereo not drawn) | -25
CCOC(=O)CC1=C(C(=O)OCC)C2(C(=O)N(C)c3ccccc32)C(C#N)=C(N)O1 (stereo not drawn) | -4
O=C(Nc1ccc([As](=O)(O)O)cc1)Nc1cccc(Cl)c1Cl | 2
Nc1c2c(nc3ccccc13)CCCCC2 (tested in a mixture with another compound) | -5
O=C(O)c1cccc([As]=[As]c2cccc(C(=O)O)c2)c1 (stereo not drawn) | 27
CC1CC(C)CN(C(=O)CN2C3CCC2CC(O)(c2nccn2C)C3)C1 (stereo not drawn) | 1
CC(=O)O[C@H]1[C@@H]2[C@@H](OC(=O)Cc3ccccc3)[C@@H](C)C[C@]2(OC(C)=O)C(=O)/C(C)=C/[C@H]2[C@H](CC[C@@]13CO3)C2(C)C | 22
CCCn1cc(CN2C3CCC2CC(O)(c2ccccc2F)C3)cn1 (stereo not drawn) | -33
CN(C)CCCc1c[nH]c2ccccc12 | -13
C#CCOc1ccccc1CN1C2CCC1CC(O)(c1cccc(F)c1)C2 (stereo not drawn) | -43
COC(=O)[C@]1(C)CC[C@]2(C)CC[C@]3(C)C4=CC=C5C(=CC(=O)C(O)=C5C)[C@]4(C)CC[C@@]3(C)[C@@H]2C1 | 17
C[C@]12Cc3cnc(-c4ccccc4)nc3C[C@@H]1CC[C@H]1[C@H]2CC[C@@]2(C)[C@H]1CC[C@]2(C)O | 0
ClC1=C(Cl)C2(Cl)C3C(Cl)C=CC3C1(Cl)C2(Cl)Cl (stereo not drawn) | 46
COc1cccc(C2(O)CCN(CCNC(=O)c3c(C)noc3C)CC2)c1 | -9
CC1=C2CCC3C(CC[C@]4(C)C(=O)CCC34)[C@@]2(C)CCC1=O (stereo partly drawn) | 14
COc1ccc(CC(=O)N2CCN(Cc3ccco3)C[C@@H]2C)cc1 | -39
C[N+]1(C)[C@@H]2CC[C@H]1CC(OC(=O)[C@@H](CO)c1ccccc1)C2 (stereo partly drawn) | 20
N[C@@H](CSC1c2ccccc2-c2ccccc21)C(=O)O | -17
C[C@@H]1[C@H]2C=C[C@@H]1[C@H](c1c3ccc(=O)c(O)c-3oc3c(O)c(O)ccc13)[C@@H]2C(=O)O | -10
C#CCOc1ccc(CN2C3CCC2CC(O)(c2ccccc2F)C3)cc1OC (stereo not drawn) | -16
COc1cc2c(cc1OC)[C@@H]1C(=O)c3ccc4oc(C(C)C)cc4c3O[C@@H]1CO2 | 3
C[C@H]1O[C@@H](O[C@H]2[C@@H](O)C[C@H](O[C@H]3[C@@H](O)C[C@H](O[C@H]4CC[C@]5(C)C6CC[C@]7(C)[C@@H](C8=CC(=O)OC8)CC[C@]7(O)C6CC[C@@H]5C4)O[C@@H]3C)O[C@@H]2C)C[C@H](O)[C@@H]1O (stereo partly drawn) | -7
CCCOc1c(CN2C3CCC2CC(O)(c2ccc(OC)cc2)C3)cccc1OC (stereo not drawn) | -38
CC[C@]1(OC(=O)CN)C(=O)OCc2c1cc1n(c2=O)Cc2cc3ccccc3nc2-1 | 22
CCC1CCCCN1C(=O)CN1C2CCC1CC(O)(c1ccccn1)C2 (stereo not drawn) | -16

The list goes on, overlapping the part above by four compounds.
SMILES | EP2 mod
C[C@H]1O[C@@H](O[C@H]2[C@@H](O)C[C@H](O[C@H]3[C@@H](O)C[C@H](O[C@H]4CC[C@]5(C)C6CC[C@]7(C)[C@@H](C8=CC(=O)OC8)CC[C@]7(O)C6CC[C@@H]5C4)O[C@@H]3C)O[C@@H]2C)C[C@H](O)[C@@H]1O (stereo partly drawn) | -7
CCCOc1c(CN2C3CCC2CC(O)(c2ccc(OC)cc2)C3)cccc1OC (stereo not drawn) | -38
CC[C@]1(OC(=O)CN)C(=O)OCc2c1cc1n(c2=O)Cc2cc3ccccc3nc2-1 | 22
CCC1CCCCN1C(=O)CN1C2CCC1CC(O)(c1ccccn1)C2 (stereo not drawn) | -16
COc1cc2c(cc1OC)[C@@H]1C(=O)c3ccc4c(c3O[C@@H]1CO2)CC(C(C)C)O4 (stereo partly drawn) | 7
C=CCc1ccccc1OCCOc1ccc(C=C2C(=O)NC(=O)NC2=O)cc1OC | -51
Cc1ncc([N+](=O)[O-])n1CCN=[N+]=[N-] | 21
O=C(CN1C2CCC1CC(O)(c1ccco1)C2)Nc1ccc2[nH]c(=O)[nH]c2c1 (stereo not drawn) | 19
Fc1ccc2c(c1)nc(C(F)(F)F)n2C1CCN(Cc2nnnn2Cc2ccco2)CC1 | 5
C=C[C@@H]1CN2CC[C@H]1C[C@@H]2[C@H](O)c1ccnc2ccccc12 | -2
O=C(CN1C2CCC1CC(O)(c1ccccn1)C2)NC1CC1 (stereo not drawn) | -18
COC1=C(C)C(=O)c2c(c(COC(N)=O)c3n2C[C@@H]2[C@H]3N2C)C1=O (stereo partly drawn) | -3
Cc1ccc(C2=CCN(CC(=O)Nc3ncc(C)s3)CC2)o1 | -109
CCn1nc(-c2cccs2)nc2c(=O)n(C)c(=O)nc1-2 | -40
CN(CCC(=O)O)C1=Nc2ccc(Cl)cc2C(c2ccccc2)=[N+]([O-])C1 | 14
Cc1nc(-c2ccc(C)c(C)c2)c(CC(=O)N(C)CCN(C)C)s1 | -1
CCCC(=O)c1cc(F)c(N2CCN(C)CC2)cc1C | -37
O=[As](O)(O)c1ccc(Cc2ccc([As](=O)(O)O)cc2)cc1 | -37
C[C@H]1O[C@H](OC2[C@@H](O)[C@@H](O)C(O)[C@H](O)[C@H]2O)[C@@H](N)C[C@@H]1N=C(N)C(=O)O (stereo partly drawn) | 1
C=Cn1ncc(CN(CCc2ccccc2)Cc2cccs2)c1C | 60
O[C@H](CN1CC1)[C@@H](O)CN1CC1 | 22
CC1[C@H](C)OC(=O)CC(O)CC(O)CC(O)CCC(O)C(O)C[C@]2(O)CC(O)C(C(=O)O)C(CC(OC3O[C@H](C)[C@@H](O)[C@H](N)[C@@H]3O)/C=C/C=C/C=C/C=C/CC/C=C/C=C/[C@H](C)[C@H]1O)O2 (stereo partly drawn) | 17
CC(N)Cc1ccc(O)cc1 (stereo not drawn) | -4
O=C(N1CCOCC1)C1(c2ccccc2)CCNCC1 | 49
CCOC(=O)C1C(C=C(C)C)C1(C)C (stereo not drawn) | 7
Cc1ccc(-c2nc(C)sc2CC(=O)N(C)CCN2CCCCC2)cc1 | 22
Clc1ccc(C(c2ccc(Cl)cc2)C(Cl)(Cl)Cl)cc1 | 32
c1ccc(N=Nc2ccccc2)cc1 | 9
C[C@@H]1C(=O)O[C@H]2[C@H]1CC[C@@]1(C)C=CC(=O)[C@@]3(C)O[C@@]213 | -14
CCn1nc(CC(=O)N(CCN(C)C)C2CCN(C)CC2)c2ccccc2c1=O | -55
O=C(C1CC1)N1CCCc2cc(C(O)CN3CC=C(c4ccc(F)cc4)CC3)ccc21 (stereo not drawn) | -88
Cc1noc(C)c1CCN | -19
C=CCc1cc(CN2C3CCC2CC(O)(c2ccc(OC)cc2)C3)cc(OC)c1O (stereo not drawn) | -46
